ASAP1 GAP inh: ASAP1 ArfGAP inhibition; ASAP1-stimulated ARF1 GTP hydrolysis, GDP FP detection; inhibition, % at 16.5 µM; actives 0.19% (n = 360,000); in the data active = inhibition above about 25%;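 note: 0% = vehicle with enzyme and substrate and 100% = no enzyme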
PLC-gamma1 inh: PLC-gamma1 (human) inhibition, primary screen | P19174 | purified PLC-gamma1, fluorogenic substrate, fluorescence | inhibition, % at 12.2 µM | actives 0.84% (n = 370,000) | AID 720700; in the data active = inhibition above about 9.5%
KLK7 zymogen act: activates the human kallikrein-7 zymogen; purified proKLK7, EDANS-DABCYL substrate fluorescence; 100% is mature enzyme control, 0% vehicle; activation, % at 7 µM; actives 0.9% (n = 370,000);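 active = activation above the mean of all tested compounds plus 3 SD, computed per campaign excluding outliers beyond control limits, cut at about 13% in these data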
Target sequence (P49862 whole entry, looked up): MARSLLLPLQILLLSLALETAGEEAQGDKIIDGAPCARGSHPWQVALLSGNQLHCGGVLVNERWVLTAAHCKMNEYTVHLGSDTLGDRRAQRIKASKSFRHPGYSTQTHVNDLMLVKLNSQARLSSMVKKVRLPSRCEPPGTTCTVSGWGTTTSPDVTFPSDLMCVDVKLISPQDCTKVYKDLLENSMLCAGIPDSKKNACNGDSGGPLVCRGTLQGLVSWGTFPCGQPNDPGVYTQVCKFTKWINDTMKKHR
ARFGAP1 inhibitor: rat ARFGAP1 inhibition | Arfgap1-stimulated ARF1 GTP hydrolysis, GDP FP detection | inhibition, % at 16.5 µM | actives 0.26% (n = 360,000);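 active = inhibition above a per-plate limit, mean inhibition of low control wells plus 3 SD, cut at about 25% in these data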;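 note: 0% = DMSO wells with enzyme and 100% = wells lacking Arfgap1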
Target sequence (Q62848 1-136 limits assumed): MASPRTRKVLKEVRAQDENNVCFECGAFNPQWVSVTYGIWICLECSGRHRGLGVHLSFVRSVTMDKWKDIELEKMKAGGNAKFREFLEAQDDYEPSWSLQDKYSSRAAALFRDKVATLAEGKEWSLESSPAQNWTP
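System: truncated rat Arfgap1 GAP domain / Benchmarks: high control wells lacking Arfgap1, low control full reaction with DMSO / Times: compound-enzyme preincubation 20 min, reaction 120 min, detection 60 min, 25 °C / Repeats: one replicate per compound / Also added: human ARF1(Δ1-17)-GTP substrate / Measured by: Tracer-displacement fluorescence polarization with EDTA stop, 620/688 nm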
MBD2 inh: inhibitors of human MBD2 binding to methylated oligonucleotide; Q9UBB5; TR-FRET; inhibition, % at 4.4 µM; actives 0.31% (n = 370,000); AID 686964; in the data active = inhibition above about 13%
Tn7 DDE FP: inhibitors of Tn7 peptide binding to human fibrin DD(E); P02675; actives 0.13% (n = 370,000); inhibition, % at 8.3 µM; AID 720508; FP displacement of FITC-Tn7 peptide from fibrin DD(E); 0% = median of compound wells per plate;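 active = inhibition above the mean of compounds falling within the control limits plus 3 SD of them, cut at about 14% in these data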;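 note: 0% = plate median of compound wells and 100% = 10 µM Aha-Tn7 peptide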
Target sequence (P02675 whole entry, looked up): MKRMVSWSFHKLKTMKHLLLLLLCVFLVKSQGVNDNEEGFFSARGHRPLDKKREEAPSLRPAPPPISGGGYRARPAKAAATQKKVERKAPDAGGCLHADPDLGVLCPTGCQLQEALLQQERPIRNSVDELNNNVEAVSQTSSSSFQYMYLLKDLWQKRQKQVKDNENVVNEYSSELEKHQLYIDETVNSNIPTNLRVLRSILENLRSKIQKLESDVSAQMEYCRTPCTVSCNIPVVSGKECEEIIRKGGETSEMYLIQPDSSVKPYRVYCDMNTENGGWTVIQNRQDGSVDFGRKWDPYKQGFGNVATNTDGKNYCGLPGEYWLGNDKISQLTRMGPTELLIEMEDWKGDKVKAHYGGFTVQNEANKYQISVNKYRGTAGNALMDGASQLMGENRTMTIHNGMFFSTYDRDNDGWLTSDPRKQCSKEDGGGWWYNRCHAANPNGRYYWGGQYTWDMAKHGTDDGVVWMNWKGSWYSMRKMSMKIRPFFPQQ
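assay system = human clot-derived fibrin DD(E) complex | quantity = Fibrin-DD(E) at 2 µM final | timing = 10 min preincubation, 3 h with tracer, room temperature | signal = fluorescence polarization | measure = percent inhibition | benchmarks = high control wells with 10 µM unlabelled Aha-Tn7 peptide (full inhibition) | replicates = singlicate testing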
PLC-beta3 inh: blocks human PLC-beta3 enzyme activity | Q01970 | Purified PLC-beta3, fluorogenic substrate, fluorescence | inhibition, % at 12.2 µM | actives 0.18% (n = 370,000) | AID 720704; in the data active = inhibition above about 11%;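 note: 0% = median of compound wells on plate and 100% = full blocker control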
Tn6 DDE FP: disrupts Tn6 cyclic peptide binding to fibrin D-Dimer-E complex; actives 0.21% (n = 370,000); Fibrin DD(E) TRITC-Tn6 fluorescence polarization displacement; inhibition, % at 8.3 µM;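 active = inhibition above a per-campaign cutoff: mean of compounds within control limits plus 3 SD, cut at about 15% in these data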;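 note: 0% = median of all compound wells on the plate and 100% = blocking peptide control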
ADAM17 inh: inhibitors of human ADAM17. P78536. recombinant ADAM17, EDANS/DABCYL FRET peptide cleavage. inhibition, % at 6.95 µM. actives 0.83% (n = 370,000). AID 720648;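 active = inhibition above the mean of compounds lying between control limits plus 3 SD, set per campaign, cut at about 8.5% in these data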;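 note: 0% = DMSO-only wells as the low control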
UHRF1 MBD2 ctr: blocks human UHRF1 binding to methylated DNA; Q96T88; inhibition, % at 4.4 µM; AID 687016; actives 0.75% (n = 370,000); UHRF1 binding to methylated oligo, TR-FRET; in the data active = inhibition above about 21%;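 note: UHRF1 SRA domain binding a hemimethylated CpG hairpin DNA probe; 0% = median of test compound wells and 100% = reference inhibitor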
The depositor's hits bear a star.

1. CCOC(=O)CC(NC(=O)c1ccco1)c1ccc(C)cc1 (configuration not stated)
2. CNc1nc2[nH]c(=O)c3c(c2s1)OC(N)=C(C#N)C3c1ccccc1 (configuration not stated)
3. NC(=O)c1ccc2c(c1)S(=O)(=O)c1ccccc1C2=O
4. CCc1ccc(NC(=O)C(CC)c2ccccc2)cc1 (configuration not stated)
5. O=[N+]([O-])c1ccc(Cl)c(/C=N/N2CCN(c3ccccc3)CC2)c1
6. O=C(NCC1CCCO1)c1c(O)c2c([nH]c1=O)CCCC2 (configuration not stated)

Compound	1	2	3	4	5	6
ASAP1 GAP inh	11	-6	9	-18	-3	17
PLC-gamma1 inh	2	-56	3	5	3	3
KLK7 zymogen act	0.6	-1.5	-0.4	0.2	0.3	-0.4
ARFGAP1 inhibitor	0	0	11	-7	22	3
MBD2 inh	3	3	-3	3	-2	-2
Tn7 DDE FP	-2	3	1	0	6	-3
PLC-beta3 inh	-4	-74	-4	0	1	1
Tn6 DDE FP	-3	-9	-10	-5	-6	0
ADAM17 inh	-2	-3	0	2	-4	0
UHRF1 MBD2 ctr	0	1	-3	1	-2	0

7. Cc1n(Cc2ccccc2)c2cc([N+](=O)[O-])ccc2[n+]1Cc1ccccc1
8. N#CC1=C(N)OC2=C(C(=O)CCC2)C12CCC1(CC2)OCCO1
9. O=C(Cn1c(C(F)(F)F)nc2ccccc21)c1ccccc1
10. O=C(CNS(=O)(=O)c1ccc(Br)cc1)N1CCN(Cc2ccccc2)CC1
11. CCOC(=O)CSc1[nH]c2cc(OC)ccc2c1[N+](=O)[O-]
12. CCC(C)(C)NC(=O)C(c1ccncc1)N(C(=O)c1sc(C)nc1C)c1ccc(C)cc1 (configuration not stated)

Compound	7	8	9	10	11	12
ASAP1 GAP inh	15	10	2	18	6	2
PLC-gamma1 inh	6	-4	-4	6	-18	-1
KLK7 zymogen act	0.2	-0.1	-0.5	0.8	-5.0	0.3
ARFGAP1 inhibitor	4	-2	-4	23	9	-11
MBD2 inh	-3	-9	-1	2	4	0
Tn7 DDE FP	4	-3	0	-5	2	7
PLC-beta3 inh	-3	-14	2	-1	-35	2
Tn6 DDE FP	-2	4	1	0	-1	-1
ADAM17 inh	2	-10	-2	3	-27	0
UHRF1 MBD2 ctr	6	-3	6	1	-1	-1

13. O=c1cc(N2CCOCC2)[nH]c(=O)n1Cc1ccc(F)cc1
14. C/C(=N\Nc1ccc(Cl)c(C(=O)O)c1)c1ccc2c(c1)OCO2
15. CC1(c2ccccc2)CC(C)(C)N2C(=O)/C(=C3\SC(=S)NC3=O)c3cccc1c32 (configuration not stated)
16. CC(=O)c1noc(C)c1C(=O)Nc1nccs1
17. COc1cc(/C=C/C(=O)NC(C)CCc2ccccc2)cc(OC)c1OC (configuration not stated)
18. O=C(Nc1ccc(Cl)c(C(F)(F)F)c1)[C@@H]1CC=C[C@@H]2CCN(Cc3ccccc3)C(=O)[C@@H]21

Compound	13	14	15	16	17	18
ASAP1 GAP inh	-1	9	8	-13	-1	1
PLC-gamma1 inh	2	-1	2	-3	-8	1
KLK7 zymogen act	0.2	0.1	-0.8	1.2	0.1	0.6
ARFGAP1 inhibitor	-9	5	-5	-1	16	-6
MBD2 inh	-5	9	1	-1	5	-1
Tn7 DDE FP	-3	-1	-3	1	-2	2
PLC-beta3 inh	3	-7	4	-1	-10	6
Tn6 DDE FP	0	-5	-4	3	-2	7
ADAM17 inh	0	-4	-2	-4	-10	2
UHRF1 MBD2 ctr	1	11	-2	-2	0	-1

19. Cc1cc(C(=O)NCCCN2CC(C)CC(C)C2)n(-c2ccccc2)n1 (configuration not stated)
20. CN(C)c1nc(-c2ccccc2)cc(C(F)(F)F)c1C#N
21. CCN(CC(=O)NC1CCS(=O)(=O)C1)c1nc(-c2ccccc2)nc2ccccc12 (configuration not stated)
22. COC(=O)C(C)NC(=O)C1CCCN1S(=O)(=O)c1cc(C)c(Cl)cc1C (configuration not stated)
23. COc1ccc(NC(=O)c2cnc(C)cn2)cc1-n1cnnn1
24. COc1cccc(CCc2nnc(CCC(=O)N(C)C3CC(C)(C)NC(C)(C)C3)o2)c1

Compound	19	20	21	22	23	24
ASAP1 GAP inh	6	0	9	-10	15	-1
PLC-gamma1 inh	0	-16	-15	-1	1	0
KLK7 zymogen act	-0.2	-2.0	-0.6	-0.5	0.0	-0.1
ARFGAP1 inhibitor	6	11	10	-5	5	6
MBD2 inh	-3	1	6	0	1	2
Tn7 DDE FP	-4	-4	3	3	1	-1
PLC-beta3 inh	5	-18	-14	1	4	-6
Tn6 DDE FP	-3	-2	-4	3	-2	-5
ADAM17 inh	-1	-5	-1	-2	0	0
UHRF1 MBD2 ctr	-2	-1	4	-1	-2	1

25. O=C(NCN1C(=O)C2C3C=CC(C3)C2C1=O)Nc1nccs1 (configuration not stated)
26. O=C(NC(=S)NCC1CCCO1)c1ccc([N+](=O)[O-])cc1 (configuration not stated)
27. O=[N+]([O-])c1ccc(CSc2ccc(-c3ccccn3)nn2)cc1
28. Cc1cccc(N(CC(=O)N2CCc3ccccc3C2)S(C)(=O)=O)c1C
29. Cc1ccc(N2C(=O)C3N=NN(CC(=O)N4N=C(c5cccc6ccccc56)CC4c4ccccc4)C3C2=O)cc1 (configuration not stated)
30. COc1ccc(Cl)cc1NC(=O)C1CSC(c2ccncc2)=N1 (configuration not stated)

Compound	25	26	27	28	29	30
ASAP1 GAP inh	8	-5	14	9	4	-5
PLC-gamma1 inh	1	1	3	1	-34	-1
KLK7 zymogen act	0.8	-0.3	-0.4	-0.3	-15	0.4
ARFGAP1 inhibitor	-16	10	-4	12	-3	-1
MBD2 inh	-1	-2	-4	2	-3	2
Tn7 DDE FP	-1	2	-7	-2	4	3
PLC-beta3 inh	0	2	2	-3	-47	-2
Tn6 DDE FP	0	8	0	-1	2	1
ADAM17 inh	-3	0	3	-5	-24	0
UHRF1 MBD2 ctr	0	0	3	-2	-4	2

Reprinted at random: two records from the list
18. O=C(Nc1ccc(Cl)c(C(F)(F)F)c1)[C@@H]1CC=C[C@@H]2CCN(Cc3ccccc3)C(=O)[C@@H]21
7. Cc1n(Cc2ccccc2)c2cc([N+](=O)[O-])ccc2[n+]1Cc1ccccc1

Compound	18	7
ASAP1 GAP inh	1	15
PLC-gamma1 inh	1	6
KLK7 zymogen act	0.6	0.2
ARFGAP1 inhibitor	-6	4
MBD2 inh	-1	-3
Tn7 DDE FP	2	4
PLC-beta3 inh	6	-3
Tn6 DDE FP	7	-2
ADAM17 inh	2	2
UHRF1 MBD2 ctr	-1	6

Remaining list, next part.
31. O=C(Cc1ccc(Cl)cc1)Nc1ccccc1C(=O)Nc1ccc(C(=O)O)cc1
32. C=CCC(CC(O)COCCC)C(=O)NNC(=S)Nc1ccccc1 (configuration not stated)
33. COc1cc(CNc2ncnc3c2ncn3[C@H]2CN(CCc3ccccc3)C[C@@H](CO)O2)cc(OC)c1OC
34. COc1ccc(OC)c(C2C(C(C)=O)=C(O)C(=O)N2Cc2cccnc2)c1 (configuration not stated)
35. CCN(Cc1nc2cc(Cl)ccc2c(=O)[nH]1)C(=O)c1ccc(C)c(NC(=O)c2ccco2)c1
36. Cc1ccc(CCN2C(Nc3ccccc3)=NC[C@@H]2C)cc1

Compound	31	32	33	34	35	36
ASAP1 GAP inh	-12	-14	0	-3	-7	3
PLC-gamma1 inh	-1	1	0	0	-5	5
KLK7 zymogen act	0.8	0.5	0.3	1.2	0.3	-0.7
ARFGAP1 inhibitor	8	12	1	6	1	-1
MBD2 inh	-1	5	-2	-3	1	3
Tn7 DDE FP	-3	1	3	-1	6	-5
PLC-beta3 inh	-7	0	3	3	-9	3
Tn6 DDE FP	-4	-4	-7	1	0	0
ADAM17 inh	-5	-3	-3	1	-4	0
UHRF1 MBD2 ctr	1	-1	0	-5	2	1

37. COc1ccc(-c2nc3ncccn3c2Nc2ccc3c(c2)OCCO3)cc1
38. COC(=O)C1C(=O)C2=C(CC1C)NC(C)=C(C(=O)OCCOc1ccccc1)C2c1ccc(C)o1 (configuration not stated)
39. Cc1ccc(S(=O)(=O)Cc2cc(-c3ccc(Cl)cc3)no2)cc1
40. Cc1ccc2c(c1)C1C[N+](C)(CC(=O)Nc3ccccc3Cl)CCC1N2C(=O)c1ccccc1Cl (configuration not stated)
41. CCc1nc(SCc2ccc(Cl)cc2)n[nH]1
42. O=C(Nc1ccccc1Cl)c1cccc(NC(=O)C2C3CC4OC(=O)C2C4C3)c1 (configuration not stated)
43. CC(C)(CO)CN1CCC(n2nccc2NC(=O)C2CCCC2)CC1
44. O=C(COC(=O)C1CCN(S(=O)(=O)c2ccc3c(c2)OCCO3)CC1)Nc1ccccc1OC(F)F

Compound	37	38	39	40	41	42	43	44
ASAP1 GAP inh	9	4	-3	6	-3	-3	6	4
PLC-gamma1 inh	-3	-34	8	2	0	3	0	-1
KLK7 zymogen act	12	-0.2	-0.5	0.5	-0.4	-0.1	-0.6	0.1
ARFGAP1 inhibitor	0	8	9	8	-2	6	6	7
MBD2 inh	5	1	4	-2	0	-7	7	-2
Tn7 DDE FP	2	1	-8	-4	-8	0	-3	10
PLC-beta3 inh	-2	-32	2	0	3	9	-9	-2
Tn6 DDE FP	-1	-4	2	4	1	-4	-6	-6
ADAM17 inh	-3	-1	8	-4	-3	1	-5	6
UHRF1 MBD2 ctr	3	-1	6	-3	6	-1	-1	0

Grouped by structure: those above containing a cyano group (three)
2. CNc1nc2[nH]c(=O)c3c(c2s1)OC(N)=C(C#N)C3c1ccccc1 (configuration not stated)
8. N#CC1=C(N)OC2=C(C(=O)CCC2)C12CCC1(CC2)OCCO1
20. CN(C)c1nc(-c2ccccc2)cc(C(F)(F)F)c1C#N

Compound	2	8	20
ASAP1 GAP inh	-6	10	0
PLC-gamma1 inh	-56	-4	-16
KLK7 zymogen act	-1.5	-0.1	-2.0
ARFGAP1 inhibitor	0	-2	11
MBD2 inh	3	-9	1
Tn7 DDE FP	3	-3	-4
PLC-beta3 inh	-74	-14	-18
Tn6 DDE FP	-9	4	-2
ADAM17 inh	-3	-10	-5
UHRF1 MBD2 ctr	1	-3	-1
